Screening results from PubChem BioAssay.
All columns: NCI-60 one-dose screen, growth in % after 48 h at 10 µM unless noted; 100 = growth as untreated, 0 = no growth, -100 = all killed.
NCI-H522 – NCI-H522 lung cancer; hit rate 8% among 78,000; AID 1794739
NCI/ADR-RES – NCI/ADR-RES ovarian cells; hit rate 4.4% among 81,000
COLO 205 – COLO 205 colon cancer; hit rate 7.3% among 79,000; AID 1794742
HT29 – HT29 colon cancer; hit rate 7.4% among 81,000; AID 1794748
NCI-H460 – NCI-H460 lung cancer. hit rate 6.8% among 82,000. AID 1794736
NCI-H322M – NCI-H322M lung cancer; hit rate 2.7% among 80,000
HCT-15 – HCT-15 colon cancer; AID 1794746; hit rate 5.2% among 82,000
HCT-116 – HCT-116 colon cancer; hit rate 7.3% among 82,000
NCI-H226 – NCI-H226 lung cancer | hit rate 3.5% among 79,000 | AID 1794732
* hit, by the source's call; nt = not tested or not shown; & = joins results of further samples; [ ] = another dose, or the depositor's remark. Rule for the calls: active = growth percent below 10; inactive = the rest.

SMILES	NCI-H522	NCI/ADR-RES	COLO 205	HT29	NCI-H460	NCI-H322M	HCT-15	HCT-116	NCI-H226
O=C1CNN=C(Cn2nc(-c3ccccc3)c3ccccc3c2=O)N1	98	106	nt	108	99	96	106	104	96
COc1cc(-c2nc(-c3ccccc3)[nH]c2-c2ccnc(NCCCNS(=O)(=O)c3ccc(C)cc3)n2)ccc1F	80	90	96	69	92	93	63	72	76
COc1ccc(C(O)c2cc3c(N)c(C(=O)Nc4cccc(Cl)c4C)sc3nc2C)cc1 (stereo not drawn)	-35*	8.0*	-23*	-7.8*	-6.0*	39	11	6.7*	54
Cc1nc2sc(C(=O)Nc3cccc4cnccc34)c(N)c2cc1C(C)O (stereo not drawn)	94	114	110	107	108	109	95	105	101
CNC1=C([N+](=O)[O-])C(c2cccc(O)c2)C(C#N)=C(c2cccs2)O1 (stereo not drawn)	91	107	118	110	108	102	106	93	100
CCN(CC)CCOC1CCCCC1	97	103	105	103	102	97	99	103	102
Nc1c(C(=O)Nc2ccccc2)sc2nc3c(cc12)C(=O)CCC3	-34*	-6.4*	-18*	4.3*	13	67	27	24	68
CS(=O)(=O)OCC1CCC(COS(C)(=O)=O)O1 (stereo not drawn)	102	100	112	110	107	111	95	108	94
CC(=O)Nc1ccc(NC(=S)Nc2ccc(NC(C)=O)cc2)cc1	62	98	87	94	106	94	93	92	97
CCCCCCCCCC1OC(C)CC(C)O1 (stereo not drawn)	94	110	105	103	106	109	108	109	101
Cc1cc2oc(/C=C/c3ccc(Cl)cc3)cc(=O)c2c(C)c1Cl	95	109	126	112	109	123	120	94	101
C=CCNc1n[nH]c(=S)s1	nt	107	118	nt	110	113	111	101	112
CCN(CC)CCC(CN=C(N)N)c1ccccc1 (stereo not drawn)	85	101	106	92	100	121	96	102	102
O=[N+]([O-])c1ccc(Oc2ccccc2-c2ccccc2)c([N+](=O)[O-])c1	73	89	105	94	95	84	90	80	90
Cc1ccc(NC(=S)NC(=O)c2ccccc2)cc1NC(=S)NC(=O)c1ccccc1	90	74	90	nt	74	61	77	58	53
NC(=O)c1cnc(Nc2cccc(N)c2)nc1NCCCNC(=O)C1CCC1	65	108	28	93	70	87	101	65	69
COc1ccc(/C=C/C(=O)c2nnn(-c3ccc(Br)cc3)c2C)cc1	88	94	111	101	102	93	97	98	91
O=C1NC(=O)C2(Cc3cccc4cccc2c34)N1 (stereo not drawn)	103	105	102	103	114	104	106	103	109
COc1ccc(C2=NN(c3ccccc3)C(c3sc(Cl)nc3Cl)C2)cc1 (stereo not drawn)	nt	108	114	92	106	107	107	89	81
C#COc1cccc(Nc2ncnc3cc(NC(=O)[C@@H](C)Cl)ccc23)c1	-35*[6.25 µM]	6.4*[6.25 µM]	3.7*[6.25 µM]	0.0*[6.25 µM]	6.4*[6.25 µM]	39[6.25 µM]	12[6.25 µM]	9.6*[6.25 µM]	41[6.25 µM]
C1=C(c2ccccc2)C2CCCCC2C1 (stereo not drawn)	102	109	112	104	113	141	111	112	108
CC(CN(C)C)Oc1ccccc1NC1=C(Cl)C(=O)C(Nc2ccccc2OC(C)CN(C)C)=C(Cl)C1=O (stereo not drawn)	-73*	-24*	-67*	-70*	-4.6*	nt	-79*	-70*	-94*
O=c1[nH]c(CNc2ccc(F)cc2)nc2sc3c(c12)CCCC3	100	nt	112	94	111	100	97	96	95
O=C(CSc1nc2ccccc2[nH]1)Nc1ccccc1Cl	83	98	106	128	101	92	100	103	90
CN1CCN(c2ccc(C(=O)/C=C/c3ccc(OC(F)F)cc3)cc2)CC1	83	55	35	13	49	71	-49*	-62*	28

5 records picked at random from those above, as already listed:
SMILES	NCI-H522	NCI/ADR-RES	COLO 205	HT29	NCI-H460	NCI-H322M	HCT-15	HCT-116	NCI-H226
CS(=O)(=O)OCC1CCC(COS(C)(=O)=O)O1 (stereo not drawn)	102	100	112	110	107	111	95	108	94
C=CCNc1n[nH]c(=S)s1	nt	107	118	nt	110	113	111	101	112
COc1cc(-c2nc(-c3ccccc3)[nH]c2-c2ccnc(NCCCNS(=O)(=O)c3ccc(C)cc3)n2)ccc1F	80	90	96	69	92	93	63	72	76
COc1ccc(C2=NN(c3ccccc3)C(c3sc(Cl)nc3Cl)C2)cc1 (stereo not drawn)	nt	108	114	92	106	107	107	89	81
Cc1ccc(NC(=S)NC(=O)c2ccccc2)cc1NC(=S)NC(=O)c1ccccc1	90	74	90	nt	74	61	77	58	53

Other results follow.
SMILES	NCI-H522	NCI/ADR-RES	COLO 205	HT29	NCI-H460	NCI-H322M	HCT-15	HCT-116	NCI-H226
COc1ccc(-c2cc(-c3ccc(Cl)cc3)nc(SCCCCCCC(=O)O)n2)cc1OC	96	114	116	117	106	nt	97	94	108
CC(C)(C)NCc1cc(O)c(CNC(C)(C)C)cc1O	95	106	129	110	115	106	107	99	105
O=C(Cn1c(=O)[nH]c2ccccc2c1=O)NCC(=O)NNC(=S)Nc1ccccc1	97	107	124	110	109	104	104	97	101
Cc1ccc(NC=O)cc1C	102	101	126	105	105	116	104	106	105
COc1ccc(C(=O)/C=C/c2ccc(OCc3cccc(C(F)(F)F)c3)c(OC)c2)cc1OC	54	71	103	54	79	12[100 µM]	73	52	81
O=C1c2ccccc2C(=O)C1C(=O)C1CC1	100	106	109	104	112	114	103	105	106
O=C(Nc1ccc(-n2ccc3c(NC(=O)c4ccccc4)nccc32)cc1)Nc1ccc(Cl)c(Cl)c1	-59*	-34*	-53*	-43*	-65*	-5.6*	-51*	-94*	68
COc1ccc(C(=O)COc2ccc(/C=C3/Oc4cc(OC)ccc4C3=O)cc2)cc1	101	94	117	103	108	104	105	139	96
Cc1ccc(C)c2c(Cl)c3c(C)ccc(C)c3nc12	90	99	84	91	97	100	98	80	96
COC(=O)C(C)n1c(-c2ccc(C)o2)nc2cc3nc4ccccc4nc3cc21 (stereo not drawn)	99	103	121	107	106	100	104	91	109
CCn1c(Sc2nn3cc(-c4ccc(Br)cc4)nc3s2)nc2c1c(=O)n(C)c(=O)n2C	81	86	nt	102	98	99	95	95	87
CCn1c(C)c(C(C)=O)c2c(-c3ccccc3)nc3ccccc3c21	93	103	98	108	102	111	94	97	91
NC(=O)C(=O)c1ccccc1	115	115	118	110	99	107	100	110	nt
CO[C@H]1C[C@H](O[C@H]2[C@H](C)[C@@H](OC3O[C@H](C)C[C@H](N(C)C)[C@H]3O)[C@@H](C)C[C@]3(CO3)C(=O)[C@H](C)[C@@H](O)[C@@H](C)[C@@H](C)OC(=O)[C@@H]2C)O[C@@H](C)[C@@H]1O (stereo partly drawn)	94	104	111	103	112	97	101	100	93
N#Cc1c(-c2c[nH]c3ccccc23)cc(-c2c[nH]c3ccccc23)[nH]c1=O	93	87	112	111	100	95	92	100	79
NC(=O)c1cc2c(n1Cc1ccccc1)-c1nc(NC3CCCCC3)ncc1CCC2	76	88	83	59	80	106	71	75	86
CC(CN(C)C)OC(=O)Nc1ccccc1Cl (stereo not drawn)	75	106	nt	87	104	102	110	85	93
NC(=O)NCOC(=S)S	103	108	105	104	110	112	102	101	nt
CCOC(=O)c1c2c(c(C)n1C)-c1nn(Cc3ccc(Cl)cc3)cc1CC2	89	nt	nt	68	97	109	80	70	93
CC(=O)Nc1ccc(OC(=O)c2ccccc2O)cc1	106	102	108	113	106	111	107	114	106
CC(=O)Nc1ncc2c(n1)-c1ccc(C(=O)OC(C)C)n1CCC2	94	106	109	103	108	119	104	101	91
Nc1ccc2c(c1)Cc1cc(F)ccc1-2	69	101	105	85	112	92	98	90	100
ClC1=C2NC=NC2n2c(nnc2-c2ccc(Cl)cc2)N1 (stereo not drawn)	73	108	90	91	106	110	96	99	96
Cc1ccc2c(C(C[N+](=O)[O-])c3ccco3)c(-c3ccccc3)[nH]c2c1 (stereo not drawn)	-12*	7.4*	22	5.2*	14	53	20	20	47
Cc1cc(C)c(C(=O)/C=C/c2ccccc2)c(C)c1	74	66	134	82	87	101	85	55	104

Ordered by molar mass (high to low): part of the list above.
SMILES	NCI-H522	NCI/ADR-RES	COLO 205	HT29	NCI-H460	NCI-H322M	HCT-15	HCT-116	NCI-H226
CCn1c(Sc2nn3cc(-c4ccc(Br)cc4)nc3s2)nc2c1c(=O)n(C)c(=O)n2C	81	86	nt	102	98	99	95	95	87
COc1ccc(-c2cc(-c3ccc(Cl)cc3)nc(SCCCCCCC(=O)O)n2)cc1OC	96	114	116	117	106	nt	97	94	108
Cc1ccc2c(C(C[N+](=O)[O-])c3ccco3)c(-c3ccccc3)[nH]c2c1 (stereo not drawn)	-12*	7.4*	22	5.2*	14	53	20	20	47

Following part.
SMILES	NCI-H522	NCI/ADR-RES	COLO 205	HT29	NCI-H460	NCI-H322M	HCT-15	HCT-116	NCI-H226
CS(=O)(=O)Nc1ccc(CNC(=O)c2sccc2Nc2ccnc(C(F)(F)F)c2)cc1	90	103	101	103	104	92	99	108	nt
Cn1cnc2c1c(=O)[nH]c(=O)n2C	96	106&103	111&121	101&101	103&115	88&97	110&105	96&103	98&99
COc1cc(C2NC(=O)NC(C)=C2C(=O)OC(C)C)ccc1O (stereo not drawn)	94	105	114	104	113	103	100	99	107
CCCCCCCC(CCCCC)C(=O)OCC (stereo not drawn)	90	105	106	100	111	102	102	108	96
OCC(O)COc1ccc(Cl)cc1Cl (stereo not drawn)	80	110	94	94	111	95	105	93	106
CC1(C)OCC2OC3OC(C)(C)OC3C(OS(C)(=O)=O)C2O1 (stereo not drawn)	98	114	110	100	105	111	104	108	100
CCOC(=O)CC1CSC(N/N=C/c2ccc([N+](=O)[O-])cc2)=N1 (stereo not drawn)	91	105	113	104	103	110	105	106	96
O=C(O)C1CCN(c2ncc(-c3ccc4c(c3)OCCCO4)s2)CC1	79	100	128	92	104	98	102	100	100
COc1cc(/C=N\NC(=O)CN2CCN(c3cc4c(cc3F)c(=O)c(C(=O)N/N=C/c3ccc(O)c(OC)c3)cn4C3CC3)CC2)ccc1O	19	100	-9.8*	14	67	32	97	54	70
CCOC(=O)c1c2ncccc2n2c(=O)n(-c3ccc(Cl)cc3)nnc12	71	60	109	108	70	67	97	87	104
O=[N+]([O-])c1ccc(Oc2cccc3c(Oc4ccc([N+](=O)[O-])cc4[N+](=O)[O-])cccc23)c([N+](=O)[O-])c1	75	80	102	97	93	92	100	83	84
CCCc1cc(-n2cc(-c3ccc(NS(C)(=O)=O)cc3)cn2)ccn1	51	59	83	84	74	103	70	58	78
COc1cc2c3c(n(CCCNCCO)c(=O)c2cc1OC)-c1nc2c(cc1C3=O)OCO2	3.0*	84	2.1*	6.0*	-44*	17	48	-50*	-89*
CCN1CC(CCN2CCOCC2)C(C(c2ccccc2)c2ccccc2)C1=O (stereo not drawn)	nt	99	110	102	108	nt	94	114	97
S=c1[nH]cc(Oc2ccc(Cl)cc2Cl)c(=S)[nH]1	97&109	94&105	111&118	98&110	107&110	115&118	112&102	114&112	104&98
Cc1cc2c3ccc(C)[n+](C)c3ccc2n1C	50	88	11	40	62	99	104	29	81
COc1nc2ccc(OCc3ccccc3)cc2cc1-c1nc2c(cnn2-c2ccc(Br)cc2)c(=O)[nH]1	99	105	108	107	105	101	101	97	112
COC(=O)[C@]1(C)N[C@H](c2cn(-c3ccccc3)nc2-c2ccccc2)[C@@H]2C(=O)N(c3ccc(OC)cc3)C(=O)[C@@H]21	88	101	112	99	107	107	94	91	118

Two of the compounds above, with bars between the fields.
Structure | NCI-H522 | NCI/ADR-RES | COLO 205 | HT29 | NCI-H460 | NCI-H322M | HCT-15 | HCT-116 | NCI-H226
O=[N+]([O-])c1ccc(Oc2cccc3c(Oc4ccc([N+](=O)[O-])cc4[N+](=O)[O-])cccc23)c([N+](=O)[O-])c1 | 75 | 80 | 102 | 97 | 93 | 92 | 100 | 83 | 84
O=C(O)C1CCN(c2ncc(-c3ccc4c(c3)OCCCO4)s2)CC1 | 79 | 100 | 128 | 92 | 104 | 98 | 102 | 100 | 100
